ATXN2 expr inh: Primary qHTS for Inhibitors of ATXN expression; actives 0.72% (n = 360,000); Potency, µM (top dose mostly 57 µM), without a hit: at the highest dose activity change, negative = inhibition, usual class: inhibitors; HEK-293 ATXN2-luciferase reporter, luminescence, 24 h; also: potency is read from the fitted curve at half-maximal effect; % is scaled to controls: 0 for no effect and ±100 for the full control effect; nearly all actives have a fitted effect of over 55% in size
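ATXN2-luciferase reporter cells (luciferase flanked by upstream and downstream ATXN2 gene portions) were treated 24 h at 37 °C with compounds at up to 57 uM. SteadyGlo luminescence gave expression; GF-AFC fluorescence gave viability.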
HepG2 viability: qHTS for Inhibitors of TGF-b: Cytotox Counterscreen; HepG2 CAGA-GFP viability, ATP luminescence, 18 h; Potency, µM (titrated, usually from 46.1 µM), for the others: at the top dose activity change, negative = cytotoxicity, most hits filed as cytotoxic; actives 0.76% (n = 410,000); AID 588856, 2011; also: potency is read from the fitted curve at half-maximal effect; some results filed as inactive show a strong effect at the top dose
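CellTiter-Glo luminescence gave cytotoxicity after 18 hours at 37 degrees C. The cells were HepG2 CAGA-GFP in 1% FBS DMEM, stimulated with 500 pg/mL TGF-beta after compound addition. %Activity was normalised to no-cell wells (complete cell-killing) and DMSO (no toxicity), and curves were fitted and classified.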
IL-1B inflam inh: qHTS for Inhibitors of Inflammasome Signaling: IL-1-beta AlphaLISA Primary Screen; THP-1 LPS/ATP IL-1B secretion, AlphaLISA, 16 h; hits give low values; activity change, % at 57.5 µM; actives 4.7% (n = 360,000); AID 743279, 2014; in the data active = activity change below about -50%; inconclusive = mostly about -30% to -49%; also: % is scaled to controls: 0 for no effect and ±100 for the full control effect
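Secreted IL-1B measured by AlphaLISA bead assay after 16 h compound exposure of THP-1 cells; compounds (final up to 57.5 uM) added 1 h before LPS (250 ng/mL) and ATP (1.25 mM) stimulation; lower signal means less secretion.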
MCF10A rerep: A quantitative high throughput screen for small molecules that induce DNA re-replication in MCF 10a normal breast cells; MCF 10A DNA re-replication, Hoechst nuclear intensity, 48 h; Potency, µM (doses to about 46.1 µM), without a hit: at the highest dose activity, positive = re-replication, actives largely listed as activators; actives 2.9% (n = 350,000); also: potency is read from the fitted curve at half-maximal effect; % of control where 0% means no effect; nearly all actives have a fitted effect of over 50% in size
TGFb SMAD3 inh: qHTS for Inhibitors of TGF-b; Potency, µM (titrated, usually from 46.1 µM), for the others: at the highest dose activity, negative = inhibition, most hits filed as inhibitors; actives 1.2% (n = 410,000); AID 588855, 2011; HepG2 CAGA-GFP TGF-b/SMAD3 reporter, GFP fluorescence, 18 h; TGF-beta stimulated, 500 pg/mL final; also: potency is read from the fitted curve at half-maximal effect; % is scaled to controls: 0 for no effect and ±100 for the full control effect; nearly all actives have a fitted effect of over 65% in size
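HEPG2 CAGA-GFP, 1000 cells/well; 2 h settle, 37 C; cpd via pin tool; TGF-b 500 pg/mL final; 18 h, 37 C; GFP imaging ex488/em500-530; %Activity normalised to -TGF-b and +DMSO controls; CRC fit, curve class.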
A549 tox: Nrf2 qHTS screen for inhibitors: counterscreen for cytotoxicity | A549 ARE-Fluc cells, CellTiter-Fluor viability, 18-24 h | Potency, µM (highest dose often 46 µM), for the others: at the highest dose activity change, negative = cytotoxicity, most hits filed as inhibitors | actives 0.16% (n = 390,000) | AID 504648, 2011; also: potency is read from the fitted curve at half-maximal effect; % is scaled to controls: 0 for no effect and ±100 for the full control effect
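A549 ARE-Fluc cells in 5% FBS OPTI-MEM, 5000 cells/well, rested 2 h then exposed to compounds in concentration-response for 18-24 h at 37 °C. Viability by CellTiter-Fluor fluorescence (Ex 405/Em 525) after 30 min; luciferase luminescence (BugLite, 15 min, RT) read afterwards.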
ATXN viability: Viability Counterscreen for Primary qHTS for Inhibitors of ATXN expression. AID 651635, 2014. Potency, µM (series often up to 56.7 µM), hits mostly cytotoxic. S2 cells (HEK-293 line with an ATXN2-luciferase reporter) viability, CellTiter-Fluor protease fluorescence, 24 h. actives 0.49% (n = 400,000); also: potency is read from the fitted curve at half-maximal effect; nearly all actives have a fitted effect of over 40% in size
Nrf2 block: Nrf2 qHTS screen for inhibitors; Potency, µM (titrated, usually from 46 µM), for inactives: at the highest dose activity change, negative = inhibition, actives largely listed as inhibitors; actives 2.1% (n = 360,000); AID 504444, 2011; A549 ARE-Fluc reporter, luciferase luminescence, 18-24 h; also: potency is read from the fitted curve at half-maximal effect; % is scaled to controls: 0 for no effect and ±100 for the full control effect; nearly all actives have a fitted effect of over 60% in size
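A549 ARE_Fluc cells (5000/well, 5% FBS OPTI-MEM) pre-incubated 2 h, then treated with compounds 18-24 h at 37C/5% CO2 in concentration-response. CellTiter-Fluor viability read first; BugLite luciferase luminescence after 15 min at room temperature gives Nrf2 activity.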
Nrf2 activator: qHTS of Nrf2 Activators | Potency, µM (top dose mostly 46.1 µM), without a hit: top-dose activation, usual class: activators | actives 0.31% (n = 410,000) | AREc32 ARE-luciferase reporter (MCF7-derived line), luminescence, 24 h; also: potency is read from the fitted curve at half-maximal effect; % of control where 0% means no effect; nearly all actives have a fitted effect of over 65% in size
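Luciferase luminescence (Steady-Glo, 30 min at room temperature) served as the read-out of ARE activation in AREc32 cells treated with compounds for 24 hr at 37 deg C.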
* marks the source's active call; other numbers are inactive results; [ ] = another dose, or the depositor's remark. Unless noted, calls follow the shape of the dose curve; as a rule, active = well fitted curve in the direction sought with a large enough effect; inconclusive = small, poorly fitted or top-dose-only effect, or another doubt; inactive = no such curve, though single readings can be large; an effect the other way counts as inactive or inconclusive.

Results for CCCS(=O)(=O)N1CCC(C(=O)NCCN2CCC(Cc3ccccc3)CC2)CC1 ?
ATXN2 expr inh: -5%; HepG2 viability: 0%; IL-1B inflam inh: 4; MCF10A rerep: 2%; TGFb SMAD3 inh: -20%; A549 tox: -2%; ATXN viability: inactive; Nrf2 block: 11%; Nrf2 activator: 0.2%

Results for OCCN1CCN(Cc2cc(Br)cc(Br)c2O)CC1 ?
ATXN2 expr inh: 3%; HepG2 viability: 5%; IL-1B inflam inh: 0; MCF10A rerep: 0%; TGFb SMAD3 inh: -14%; A549 tox: 0%; ATXN viability: inactive; Nrf2 activator: -0.4%

Results for Cc1cnc(NC(=O)CN2CCN(c3ccccc3F)CC2)s1 ?
ATXN2 expr inh: -6%; HepG2 viability: 0%; IL-1B inflam inh: 7; MCF10A rerep: -1%; TGFb SMAD3 inh: -6%; A549 tox: -2%; ATXN viability: inactive; Nrf2 activator: -0.6%

How did COc1ccc(CN2CCN(CC=C(C)C)C(CCO)C2)cc1Cn1cccn1 (stereo unspecified) do in these assays?
ATXN2 expr inh: 0%; HepG2 viability: 14%; IL-1B inflam inh: 0; MCF10A rerep: -30%[inhibitor]; TGFb SMAD3 inh: 12%; A549 tox: 1%; ATXN viability: inactive; Nrf2 block: 10%; Nrf2 activator: 0.4%

How did Cc1[nH]c(=O)[nH]c(=O)c1/C=N/NC(=O)[C@H](C)N do in these assays?
HepG2 viability: 23%; IL-1B inflam inh: -12; MCF10A rerep: -4%; TGFb SMAD3 inh: 12%; A549 tox: 1%; ATXN viability: inactive; Nrf2 block: 14%; Nrf2 activator: -0.8%

Results for CCN(CC(=O)NCc1cccs1)C(=O)c1cccc(S(=O)(=O)N(C)C)c1 ?
ATXN2 expr inh: 4%; HepG2 viability: -17%; IL-1B inflam inh: 11; MCF10A rerep: -3%; TGFb SMAD3 inh: inconclusive; A549 tox: 3%; ATXN viability: inactive; Nrf2 block: 0%; Nrf2 activator: -0.6%

How did COc1ccc(OC)c(C(=O)CSc2nnc(-c3cccs3)n2C)c1 do in these assays?
ATXN2 expr inh: -2%; HepG2 viability: -8%; IL-1B inflam inh: 18; MCF10A rerep: -6%; TGFb SMAD3 inh: 1%; A549 tox: -3%; ATXN viability: inconclusive; Nrf2 block: 0%; Nrf2 activator: 0.0%

What do the screens show for `CN(C)c1nc(N(C)C)nc(N2CC(=O)N(c3ccccc3)C2=N)n1`?
HepG2 viability: 5%; IL-1B inflam inh: 9; MCF10A rerep: 1%; TGFb SMAD3 inh: -2%; A549 tox: 0%; ATXN viability: inactive; Nrf2 block: inconclusive; Nrf2 activator: -0.8%

How did CCn1ncc(S(=O)(=O)NCc2ccccc2Cl)c1C do in these assays?
ATXN2 expr inh: 0%; HepG2 viability: -10%; IL-1B inflam inh: 23; MCF10A rerep: 0%; TGFb SMAD3 inh: 4%; A549 tox: 0%; ATXN viability: inactive; Nrf2 block: -2%; Nrf2 activator: -0.5%

How did CCOCCCNc1nc2c(C)cccn2c(=O)c1/C=C1\SC(=S)N(C(C)CC)C1=O (stereo unspecified) do in these assays?
ATXN2 expr inh: -7%; HepG2 viability: 17%; MCF10A rerep: -1%; TGFb SMAD3 inh: 24%; A549 tox: inconclusive; ATXN viability: inactive; Nrf2 block: -10%; Nrf2 activator: -0.1%

How did Cc1ccc(C(=O)CSc2nc(C)cc(C)c2C(=O)Nc2cccc(C)c2)cc1 do in these assays?
ATXN2 expr inh: 10%; HepG2 viability: -10%; TGFb SMAD3 inh: 0%; A549 tox: 0%; ATXN viability: inactive; Nrf2 block: -6%; Nrf2 activator: 7.6%

How did COc1ccc(NC(=O)Nc2c[nH]c(=O)[nH]c2=O)cc1OC do in these assays?
ATXN2 expr inh: 2%; HepG2 viability: -13%; IL-1B inflam inh: 0; MCF10A rerep: 3%; TGFb SMAD3 inh: 1%; A549 tox: -1%; ATXN viability: inactive; Nrf2 block: -3%; Nrf2 activator: -0.2%

How did CCCc1c(NC(=O)Nc2ccc(F)cc2)cnn1-c1ccc(Cl)cc1 do in these assays?
ATXN2 expr inh: -24%; HepG2 viability: -11%; IL-1B inflam inh: -13; MCF10A rerep: inconclusive; TGFb SMAD3 inh: inconclusive; A549 tox: 1%; ATXN viability: inconclusive; Nrf2 block: 2%; Nrf2 activator: 3.6%

How did Cc1ccc2[nH]c(=O)c3cc(C(=O)NC(C)C)sc3c2c1 do in these assays?
ATXN2 expr inh: 2%; HepG2 viability: 3%; MCF10A rerep: -7%; TGFb SMAD3 inh: -6%; A549 tox: 0%; ATXN viability: inactive; Nrf2 block: inconclusive; Nrf2 activator: -0.4%

How did O=C(Nc1cc(C(F)(F)F)ccc1N1CCOCC1)c1ccc(Cl)nc1 do in these assays?
ATXN2 expr inh: -5%; HepG2 viability: 5%; IL-1B inflam inh: -2; MCF10A rerep: -5%; TGFb SMAD3 inh: 20%; A549 tox: 2%; ATXN viability: inactive; Nrf2 block: 3%; Nrf2 activator: 3.5%

At a glance, part of the list above:
How did Cc1[nH]c(=O)[nH]c(=O)c1/C=N/NC(=O)[C@H](C)N do in these assays?
HepG2 viability: 23%; IL-1B inflam inh: -12; MCF10A rerep: -4%; TGFb SMAD3 inh: 12%; A549 tox: 1%; ATXN viability: inactive; Nrf2 block: 14%; Nrf2 activator: -0.8%

Results for CCN(CC(=O)NCc1cccs1)C(=O)c1cccc(S(=O)(=O)N(C)C)c1 ?
ATXN2 expr inh: 4%; HepG2 viability: -17%; IL-1B inflam inh: 11; MCF10A rerep: -3%; TGFb SMAD3 inh: inconclusive; A549 tox: 3%; ATXN viability: inactive; Nrf2 block: 0%; Nrf2 activator: -0.6%

More structures:
Results for Cc1ccc(CCC(=O)Nc2ccc(CC(=O)O)cc2)o1 ?
ATXN2 expr inh: 1%; HepG2 viability: 1%; IL-1B inflam inh: -3; MCF10A rerep: inconclusive; TGFb SMAD3 inh: 3%; A549 tox: 1%; ATXN viability: inactive; Nrf2 block: 5%; Nrf2 activator: -0.4%

How did OCC#CCSc1nnc(-c2ccccc2Br)o1 do in these assays?
ATXN2 expr inh: 16%; HepG2 viability: 4%; IL-1B inflam inh: -7; MCF10A rerep: 12µM*; TGFb SMAD3 inh: 0%; A549 tox: -6%; ATXN viability: inconclusive; Nrf2 block: -7%; Nrf2 activator: 0.5%

How did CS(=O)(=O)c1ccc(Cl)c(NC(=O)COC(=O)/C=C/c2cnc3ccccc3n2)c1 do in these assays?
ATXN2 expr inh: 37%; HepG2 viability: 2%; IL-1B inflam inh: 12; MCF10A rerep: 0%; TGFb SMAD3 inh: 1%; A549 tox: 1%; ATXN viability: inactive; Nrf2 block: 4%; Nrf2 activator: 3.6%

Results for CC1CCC2(CC1)NC(=O)N(CC(=O)c1ccc(Cl)s1)C2=O (stereo unspecified) ?
ATXN2 expr inh: -1%; HepG2 viability: 4%; IL-1B inflam inh: 0; MCF10A rerep: 1%; TGFb SMAD3 inh: 0%; A549 tox: -2%; ATXN viability: inactive; Nrf2 block: 21%; Nrf2 activator: 0.1%

How did CCCCCCc1ccc(OC(=O)c2ccncc2)cc1 do in these assays?
HepG2 viability: -19%; IL-1B inflam inh: 5; MCF10A rerep: 5%; TGFb SMAD3 inh: -10%; A549 tox: 1%; ATXN viability: inactive; Nrf2 block: -13%; Nrf2 activator: -0.9%

What do the screens show for `COc1ccc(S(=O)(=O)CCC(=O)Nc2c(C)cccc2C)cc1`?
ATXN2 expr inh: 0%; HepG2 viability: -1%; IL-1B inflam inh: -14; MCF10A rerep: 0%; TGFb SMAD3 inh: 9%; A549 tox: -6%; ATXN viability: inactive; Nrf2 block: -21%; Nrf2 activator: -0.2%

Results for O=C(Nc1cccc(Cl)c1)Nc1ccc2c(c1)OCO2 ?
ATXN2 expr inh: 28%; HepG2 viability: -27%; IL-1B inflam inh: inconclusive; MCF10A rerep: inconclusive; TGFb SMAD3 inh: -5%; A549 tox: -9%; ATXN viability: inactive; Nrf2 block: 6%; Nrf2 activator: 0.5%

How did CCC1(CC)NC(=O)N(CC(=O)Nc2cccc3ccccc23)C1=O do in these assays?
ATXN2 expr inh: 1%; HepG2 viability: -30%; IL-1B inflam inh: 0; MCF10A rerep: -5%; TGFb SMAD3 inh: -15%; A549 tox: 10%; ATXN viability: inactive; Nrf2 block: 3%; Nrf2 activator: 3.5%

How did CC(C)n1ncc2c(C(=O)N3CCN(Cc4ccc(Cl)s4)CC3)cc(C3CC3)nc21 do in these assays?
ATXN2 expr inh: -9%; HepG2 viability: -1%; IL-1B inflam inh: inconclusive; MCF10A rerep: inconclusive; TGFb SMAD3 inh: 10µM*; A549 tox: -1%; ATXN viability: inconclusive; Nrf2 block: -8%; Nrf2 activator: 4.7%

How did CN1CCN(S(=O)(=O)c2ccc3c(c2)OCCO3)CC1 do in these assays?
ATXN2 expr inh: 2%; HepG2 viability: 3%; IL-1B inflam inh: -2; MCF10A rerep: -3%; TGFb SMAD3 inh: -3%; A549 tox: 4%; ATXN viability: inactive; Nrf2 block: 2%; Nrf2 activator: -0.2%

Results for N#C/C(=C\c1cccnc1)C(=O)Nc1ccc(SC(F)F)cc1 ?
ATXN2 expr inh: 19%; HepG2 viability: 3%; IL-1B inflam inh: -10; MCF10A rerep: -15%; TGFb SMAD3 inh: 6%; A549 tox: 0%; ATXN viability: inactive; Nrf2 block: 2%; Nrf2 activator: -0.7%

Results for O=C(COc1ccccc1Cl)N1CCCC1 ?
ATXN2 expr inh: 4%; HepG2 viability: -1%; IL-1B inflam inh: -5; MCF10A rerep: 12%; TGFb SMAD3 inh: 12%; A549 tox: 1%; ATXN viability: inactive; Nrf2 block: 18%; Nrf2 activator: -0.1%
